# TGFb inhibitor: inhibitors of TGF-b signaling; Potency, µM (top dose mostly 46.1 µM), for inactives: at the top dose activity, negative = inhibition, hits mostly inhibitors; 1.2% of 410,000 active; HepG2 CAGA-GFP TGF-b/SMAD3 reporter, GFP fluorescence, 18 h; TGF-beta stimulated, 500 pg/mL final; further: potency means the concentration at half of the fitted maximal effect; on the % scale 0 is the no-effect control and ±100 the full control effect; nearly all actives have a fitted effect of over 65% in size
#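 GFP signal (ex488/em500-530) from TGF-beta-stimulated HEPG2 CAGA-GFP cells, 500 pg/mL final, 18 h at 37 degrees C in DMEM plus 1% FBS, normalized to unstimulated and DMSO-stimulated controls.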
# ATXN2 expr inh: ATXN2 expression inhibition. AID 1745845. Potency, µM (titrated, usually from 57 µM), inactives show top-dose activity change, negative = inhibition, most hits filed as inhibitors. 0.72% of 360,000 active. HEK-293 ATXN2-luciferase reporter, luminescence, 24 h; further: potency means the concentration at half of the fitted maximal effect; on the % scale 0 is the no-effect control and ±100 the full control effect; nearly all actives have a fitted effect of over 55% in size
#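 ATXN2-luciferase reporter cells (luciferase flanked by upstream and downstream ATXN2 gene portions) were treated 24 h at 37 °C with compounds at up to 57 uM. SteadyGlo luminescence gave expression; GF-AFC fluorescence gave viability.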
# S2 tox: reduces viability in counter-screen for ATXN expression inhibitors. S2 cells (HEK-293 line with an ATXN2-luciferase reporter) viability, CellTiter-Fluor protease fluorescence, 24 h. Potency, µM (highest dose often 56.7 µM), actives largely listed as cytotoxic. 0.49% of 400,000 active; further: potency means the concentration at half of the fitted maximal effect; nearly all actives have a fitted effect of over 40% in size
# HepG2 viability: counter-screen for TGF-b inhibitors: cytotoxicity in HepG2 cells; AID 588856; Potency, µM (series often up to 46.1 µM), inactives show at the top dose activity change, negative = cytotoxicity, actives largely listed as cytotoxic; 0.76% of 410,000 active; HepG2 CAGA-GFP viability, ATP luminescence, 18 h; further: potency means the concentration at half of the fitted maximal effect; some results filed as inactive show a strong effect at the top dose
#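 HepG2 CAGA-GFP cells (1000/well, DMEM with 1% FBS) received compound, then TGF-beta at 500 pg/mL final, and were incubated 18 hours at 37 degrees C. Viability was read by CellTiter-Glo luminescence. Media-only wells were set as complete cell-killing and DMSO as no toxicity.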
# A549 viability: kills or reduces viability of A549 cells in Nrf2 counter-screen; A549 ARE-Fluc cells, CellTiter-Fluor viability, 18-24 h; Potency, µM (titrated, usually from 46 µM), for the others: at the top dose activity change, negative = cytotoxicity, actives largely listed as inhibitors; 0.16% of 390,000 active; AID 504648; further: potency means the concentration at half of the fitted maximal effect; on the % scale 0 is the no-effect control and ±100 the full control effect
#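 A549 ARE_Fluc cells in 5% FBS OPTI-MEM were exposed to compounds in concentration-response for 18-24 h at 37 deg C. Viability was read by CellTiter-Fluor fluorescence (Ex 405/Em 525) after 30 min, before the luciferase read.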
# Nrf2 activator: activators of Nrf2 (ARE) signaling; AID 624171; Potency, µM (top dose mostly 46.1 µM), inactives show at the highest dose activation, most hits filed as activators; AREc32 ARE-luciferase reporter (MCF7-derived line), luminescence, 24 h; 0.31% of 410,000 active; further: potency means the concentration at half of the fitted maximal effect; % of control where 0% means no effect; nearly all actives have a fitted effect of over 65% in size
#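 ARE activation measured as luciferase luminescence (Steady-Glo, 30 min RT) in AREc32_Fluc cells after 24 hr compound exposure at 37 deg C, 5% CO2; cells seeded overnight at 1000/well in OPTI-MEM, 5% FBS.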
# MCF10A rerep: induces DNA re-replication in MCF 10a normal breast cells | MCF 10A DNA re-replication, Hoechst nuclear intensity, 48 h | Potency, µM (titrated, usually from 46.1 µM), for inactives: top-dose activity, positive = re-replication, most hits filed as activators | 2.9% of 350,000 active | AID 624296; further: potency means the concentration at half of the fitted maximal effect; % of control where 0% means no effect; nearly all actives have a fitted effect of over 50% in size
# Nrf2 inh: Nrf2 pathway inhibition; A549 ARE-Fluc reporter, luciferase luminescence, 18-24 h; Potency, µM (highest dose often 46 µM), for inactives: top-dose activity change, negative = inhibition, usual class: inhibitors; 2.1% of 360,000 active; AID 504444; further: potency means the concentration at half of the fitted maximal effect; on the % scale 0 is the no-effect control and ±100 the full control effect; nearly all actives have a fitted effect of over 60% in size
#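 Nrf2 activity is the BugLite luminescence, read 15 min after reagent at room temperature, following CellTiter-Fluor cytotoxicity readout (30 min, 37C). Compound titrations were applied for 18-24 h to 5000 A549 ARE_Fluc cells/well in 5% FBS OPTI-MEM.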
# IL1B secr inh: inhibitors of inflammasome signaling (IL-1 beta secretion); activity change, % at 57.5 µM; 4.7% of 360,000 active; THP-1 LPS/ATP IL-1B secretion, AlphaLISA, 16 h; active compounds read low; in the data active means activity change below about -50%; inconclusive means mostly about -30% to -49%; further: on the % scale 0 is the no-effect control and ±100 the full control effect
#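 Secreted IL-1B measured by AlphaLISA bead assay after 16 h compound exposure of THP-1 cells; compounds (final up to 57.5 uM) added 1 h before LPS (250 ng/mL) and ATP (1.25 mM) stimulation; lower signal means less secretion.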
# The depositor's hits bear a star; i = inactive; ? = inconclusive; nt = no result given; [ ] = dose if it differs, or a comment. Unless noted, the call rests on the fitted dose curve; in most records, active means well fitted curve in the direction sought with a large enough effect; inconclusive means small, poorly fitted or top-dose-only effect, or another doubt; inactive means no such curve, though single readings can be large; an effect the other way counts as inactive or inconclusive. The list is partial; count on the stated rates, not on these rows.
SMILES,TGFb inhibitor,ATXN2 expr inh,S2 tox,HepG2 viability,A549 viability,Nrf2 activator,MCF10A rerep,Nrf2 inh,IL1B secr inh
COC(=O)C1=C(c2cccc(OC)c2OC)C[C@@H]2CC[C@H]1N2C(=O)NCc1ccco1,-2%,12%,i,-9%,-2%,-0.5%,-11%,-3%,19
O=C(O)C1C(C(=O)O)C2(Cl)C(Cl)=C(Cl)C1(Cl)C2(Cl)Cl (centres undefined),-5%,0%,i,13%,0%,-0.5%,-32%[inhibitor],5%,3
COC(=O)C1=C(c2cccc(C#N)c2)C[C@@H]2CC[C@H]1N2C(=O)N1CCC(C)CC1,-1%,-15%,?,4%,-4%,-0.1%,-2%,2%,-17
COc1ccc2[nH]c3c(c2c1)CCN[C@H]3C,0%,-7%,i,-14%,-1%,0.0%,9%,-13%,-19
CCN(CC)CCN=Cc1c(O)n(C2CCCCCC2)c(=O)[nH]c1=O,-3%,6%,i,1%,1%,0.2%,4%,23%,2
CCCCC1(CCCC)C(=O)NC(=Nc2cccc(C)c2)NC1=O,?,?,i,-14%,?,3.1%,21%,?,-56*
CN(CCCCC(=O)/C=N/O)Cc1ccccc1 (tested in a mixture with another compound),-1%,12%,i,-1%,-7%,0.5%,5%,5%,-1
O=C1NCN(c2ccccc2)C12CCN(C(c1ccccc1OC(F)(F)F)c1nnnn1-c1ccc3c(c1)OCCO3)CC2 (centres undefined),?,0%,22µM*,5%,nt,0.2%,nt,nt,?
Cc1ccc(-n2nc3c(N4CCC(C(=O)NCc5ccccc5Cl)CC4)nnc(C)c3c2C)cc1,?,?,i,-18%,0%,2.9%,nt,?,nt
COC(=O)C1=C(c2ccc(OC(F)(F)F)cc2)C[C@@H]2CC[C@H]1N2C(=O)NC1CCCCC1,?,?,?,-14%,0%,3.9%,27%,?,-14
CCOc1cc(C=C2C(=O)NC(=O)NC2=O)ccc1OCC(=O)N1CCOCC1,-12%,1%,i,-1%,0%,0.6%,4%,3%,9
Cc1nn(-c2ccccc2)c2c1C(c1ccc(F)cc1F)C(C#N)=C(N)O2 (centres undefined),-25%,-29%,i,-21%,6%[1.84 µM],4.2%,?,-8%,2
O=C(O)[C@@H]1C[C@H]1[C@@H](NP(=O)(c1ccccc1)c1ccccc1)c1ccccc1,2%,6%,i,-9%,-3%,0.0%,-43%[inhibitor],-14%,8
O=[N+]([O-])c1ccc(-[n+]2c(-c3ccccc3)cc(-c3ccccc3)cc2-c2ccccc2)cc1,-14%,nt,i,-3%,0%,-1.7%,0%,14%,-3
CCCCCCC(=O)N/N=C/c1c(O)n(CCc2ccccc2)c(=O)[nH]c1=O,-18%,18µM*,?,-13%,-3%,-0.8%,-10%,?,9
O=C1C2CCCN2C(c2cccnc2)N1c1ccc(Cl)cc1 (centres undefined),0%,1%,i,1%,2%,-0.7%,13%,16%,15
NC(=O)c1ccc(NC(=O)c2cccn(Cc3ccccc3)c2=O)cc1,-24%,7%,i,-7%,10%,2.2%,nt,nt,nt
CC(=NCCN1CCCCC1)c1c(O)n(Cc2ccccc2)c(=O)[nH]c1=O,-9%,-4%,i,4%,6%[1.84 µM],-0.6%,-17%,2%,-4
COc1cc(CN2CCc3nc(N4CCN(c5ncccn5)CC4)ncc3C2)cc(OC)c1OC,?,-25%,i,-19%,-10%,3.8%,nt,nt,nt
CC(C)c1ccc(Cc2cnc(NC(=O)c3ccc4c(c3)CC(c3ccccc3)OC4=O)s2)cc1 (centres undefined),-8%,-5%,i,-4%,-7%,-2.2%,nt,?,nt
O=c1[nH]c(O)c(N=Nc2ccc([N+](=O)[O-])cc2)c(=O)[nH]1,-3%,nt,i,16%,?,?,?,-6%,2
CCCCC12CN3CC(C)(CN(C1)C3c1ccccn1)C2=O (centres undefined),-4%,-2%,i,8%,-2%,-0.9%,nt,8%,nt
C[C@@H]1CNC(=O)c2c(C(=O)Nc3cccc(Cl)c3)ncn21,?,-12%,?,-8%,nt,5.8%,nt,nt,?
O=C1NCN(c2ccccc2)C12CCNCC2,3%,-9%,i,11%,9%,1.9%,4%,nt,0
COc1ccc(-c2nn(CCC#N)cc2C(=O)NCc2ccccc2)cc1[N+](=O)[O-],0%,?,?,-38%,1%,0.5%,3%,10%,-12
O=C(COc1ccccc1Cl)N1CCN(CCc2ccccn2)CC1,12%,0%,i,2%,-5%,0.5%,nt,19%,nt
CC(=NCCN(C)C)c1c(O)n(Cc2ccccc2)c(=O)[nH]c1=O,16%,9%,?,25%,0%,0.1%,-3%,7%,10
Cc1cc(C)cc(N2C(=O)NC(=O)/C(=C\c3cccn3-c3ccccc3)C2=O)c1,?,?,?,-5%,-6%,?,?,?,-99*
CCOc1ccccc1-n1c(O)c(C=Nc2c(C)n(C)n(-c3ccccc3)c2=O)c(=O)[nH]c1=O,-2%,-4%,i,-14%,1%,0.1%,-4%,3%,10
O=Cc1cn(Cc2ccc(Br)cc2)c2ccccc12,1µM*,?,?,-46%,-3%,0.0%,6%,-3%,-13
COc1cc(/C=C2\C(=O)NC(=O)N(c3ccc(C)cc3)C2=O)cc(OC)c1O,9%,-2%,i,9%,3%,-1.0%,0%,5%,7
CCOc1cccc(CNCCc2c(C)[nH]c3ccc(OC(F)(F)F)cc23)c1O,-9%,nt,?,-1%,-1%,0.4%,?,0%,-98*
CCC1(c2ccccc2)C(=O)NC(=S)NC1=O,-2%,-2%,?,0%,1%,-0.9%,6%,-9%,12
CN(C)C(=O)Oc1ccc(Br)cc1C(=O)Nc1ccc(F)c(Cl)c1,?,-1%,?,-35%,-9%,5.0%,?,22%,-59*
CCc1c(C(=O)NN2C(=O)C3C4CCC(O4)C3C2=O)csc1C (centres undefined),?,3%,i,4%,-4%,-0.2%,2%,2%,-1
CCOC(=O)c1cccc(-[n+]2c(-c3ccccc3)cc(-c3ccccc3)cc2-c2ccccc2)c1,?,-34%,?,-13%,-20%,-0.6%,1%,?,-67*
COCCCn1c(=O)/c(=C\c2ccccc2OC(F)F)s/c1=C(/C#N)C(=O)NCCOC,4%,2%,nt,-2%,1%,3.1%,15µM*,2%,37
CCOc1cc2c(cc1OCC)-n1cccc1C(c1cc(OC)ccc1F)NC2 (centres undefined),-1%,-10%,i,-24%,-1%,4.1%,-3%,-26%,-2
CCc1cc(-c2cnnn2Cc2ccc3ccccc3c2)ccc1-c1cn(CC(C)C)nn1,?,-1%,i,-13%,nt,-1.4%,nt,nt,6
CC1=C(C)CC2(C(=O)NC(=S)NC2=O)C(C)C1 (centres undefined),-7%,9%,?,-6%,-6%,-0.1%,-3%,5%,24
O=c1[nH]c(O)c(N=Nc2cc(C(F)(F)F)ccc2Cl)c(=O)[nH]1,?,-44%,?,-10%,?,12%,0%,?,-27
Cc1cccc(NC(=O)COC(=O)c2cc(C)n(C3CC3)c2C)c1,1%,nt,i,-1%,2%,0.2%,-1%,-29%,-9
CCCC(C)C1(CC)C(=O)NC(=O)N=C1N (centres undefined),-11%,2%,i,3%,1%,0.2%,0%,-3%,-3
O=Nc1c(-c2ccccc2)n(O)[n+]([O-])c1-c1ccccc1,-8%,nt,?,-26%,nt,8.8%,nt,nt,-2
Cc1[nH]n(-c2ccccc2)c(=O)c1C(C[N+](=O)[O-])c1ccccc1Cl (centres undefined),-8%,-3%,i,-10%,0%,6.3%,?,-9%,14
CS(=O)(=O)c1ccc(C2=C(CNC(=O)c3ccncc3)[C@H]3CC[C@@H](C2)N3Cc2ccco2)cc1,-3%,2%,i,-11%,nt,-0.7%,nt,nt,0
O=C(Nc1ccc2nc(-c3cccs3)c(-c3cccs3)nc2c1)NC1CC1,-28%,?,i,-22%,-12%,0.2%,18µM*,nt,?
C/C=C/CC#N,-7%,9%,i,2%,0%,-0.7%,-2%,-2%,30
CC(C)COC(=O)n1c(=O)oc2cc(S(=O)(=O)N3CCCCC3)ccc21,?,2%,i,-38%,-9%,0.0%,?,?,5
Cc1nc2ccc(Cl)cn2c1P(=S)(N1CCOCC1)N1CCOCC1,10%,-8%,i,3%,0%,-0.2%,-2%,10%,27
# Additional records follow:
SMILES,TGFb inhibitor,ATXN2 expr inh,S2 tox,HepG2 viability,A549 viability,Nrf2 activator,MCF10A rerep,Nrf2 inh,IL1B secr inh
Cc1ccccc1-n1c(C)cc(/C=C2/C(=O)NC(=O)N(Cc3ccco3)C2=O)c1C,12%,nt,i,-17%,5%,0.6%,-3%,-12%,-8
CCn1cc(C(=O)c2ccccc2)c2ccccc21,-14%,-7%,i,-28%,-3%,-0.6%,1%,9%,-4
CC12CN3CC(C)(CN(C1)C31CCOCC1)C2=O,?,-3%,i,0%,-5%,0.5%,2%,16%,7
CCn1c(P(C)(=O)O)nc2cc(NC(=O)c3ccccc3F)ccc21,-6%,nt,i,-3%,3%,0.2%,-1%,11%,0
O=C(NC1CCCCC1)N1Cc2cc(-c3cccc(F)c3)ccc2-n2nncc2C1,?,-3%,i,-18%,nt,4.9%,nt,nt,?
CS(=O)(=O)c1ccc(C2=C(CNC(=O)c3cccs3)[C@H]3CC[C@@H](C2)N3Cc2ccccc2)cc1,0%,6%,i,-16%,nt,1.9%,nt,nt,-11
COc1ccc(C2CC(=O)Oc3c2c(=O)oc2ccccc32)c(OC)c1OC (centres undefined),-2%,4%,i,-5%,2%,0.3%,nt,1%,nt
CN(C)c1ccc(CCN2CCOCC2)cc1,?,62%[activator],i,-4%,3%,0.4%,1%,24%,11
COc1ccc(CCn2c(O)c(C=Nc3ccc(F)cc3)c(=O)[nH]c2=O)cc1OC,-24%,nt,i,-1%,0%,0.2%,7%,?,-1
C/C(=N\N1CCCCC1)c1c(O)[nH]c(=O)[nH]c1=O,-14%,2%,i,-14%,8%,0.6%,21%,1%,21
